Screening data from PubChem.
T cruzi growth – T. cruzi intracellular proliferation inhibitors, primary screen, cell-based, beta-gal Tulahuen parasites, NIH3T3 host, luminescence; 77,000 tested, 5.9% active; inhibition, % at 8.34 µM; AID 624255, 2012; T. cruzi beta-gal in NIH3T3, GalScreen luminescence, 90 h;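 active = mean inhibition above about 93%, with at least 55% of replicates each passing it, limit read from the data, passing the limit was not always enough; inconclusive = only one of those two conditions holds; inactive = neither condition holds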
Pf Dd2 inh – P. falciparum Dd2 growth inhibitors, primary screen, SYBR Green fluorescence, single dose replicates | 72 h; hits give low values | activity change, % at 10 µM | 94,000 tested, 2.3% active; in the data active = activity change below about -80%; inconclusive = no clear call, values can overlap the other calls
GASC1 inh – inhibitors of GASC-1 (KDM4C) histone demethylase, primary screen, biochemical, single concentration HTS; 96,000 tested, 0.15% active; Lysine-specific demethylase 4C (Homo sapiens), Q9H3R0; inhibition, % at 12.5 µM; AID 720574, 2013; GST-KDM4C 2-372, H3K9me3 peptide, LANCE TR-FRET;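 active = mean replicate inhibition above about 25%, with at least 55% of replicates also reaching it, limit read from the data, passing the limit was not always enough; inconclusive = only one of those two conditions met; inactive = neither condition met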
Target sequence (Q9H3R0 2-372 limits assumed): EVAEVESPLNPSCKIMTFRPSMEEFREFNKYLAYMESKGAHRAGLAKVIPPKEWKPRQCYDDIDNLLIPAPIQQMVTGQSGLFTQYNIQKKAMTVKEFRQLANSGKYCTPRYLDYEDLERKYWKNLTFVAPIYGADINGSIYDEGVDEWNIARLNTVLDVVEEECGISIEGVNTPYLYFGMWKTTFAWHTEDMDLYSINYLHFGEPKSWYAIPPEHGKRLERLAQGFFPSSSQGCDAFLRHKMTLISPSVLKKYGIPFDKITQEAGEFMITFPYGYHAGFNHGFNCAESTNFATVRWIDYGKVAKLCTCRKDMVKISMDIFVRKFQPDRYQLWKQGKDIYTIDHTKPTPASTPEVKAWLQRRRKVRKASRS
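Material: GST-tagged GASC-1 (JMJD2C) catalytic fragment, aa 2-372. Input: enzyme final amount 10 nM. Medium: HEPES buffer, pH 7.5, plus ascorbate. Reagent: H3K9me3 peptide substrate, Fe(II), 2-oxoglutarate. Doses: single dose. Times: reaction 30 min RT, detection step 1 h RT. Measured by: LANCE TR-FRET. Evaluation: Fall in 671/618 emission ratio as inhibition.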
C diff HTS – C. difficile growth inhibitors, primary screen, HTS; growth activity, negative = inhibition, % at 16 µg/mL (by protocol); Clostridium difficile clinical isolate growth, OD600, 24 h; hits give low values; 86,000 tested, 0.25% active; AID 1259249, 2017;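 active = mean growth activity at or below -80% and every replicate also at or below -80%; inconclusive = mean at or below -80% but some replicate above -80%; inactive = mean growth activity above -80%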;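 also: 0% = DMSO wells and -100% = levofloxacin 16 µg/mL wells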
* = called active by the depositor; & = joins results of further samples; ! = repeats disagree. An unsorted share of the library; about 6.8% have a hit in one of these screens.

Screening C[C@@H]1CN([C@@H](C)CO)C(=O)c2cccc(NC(=O)Nc3ccccc3)c2O[C@@H]1CN(C)C(=O)Nc1ccccc1 returned T cruzi growth 59, Pf Dd2 inh -91*, GASC1 inh 0.3 and C diff HTS -6.
NCC[C@H]1CC[C@@H](NC(=O)C2CCC2)[C@@H](CO)O1 was read as T cruzi growth 62, Pf Dd2 inh 25, GASC1 inh -0.9 and C diff HTS -1.
For Cc1ccc(S(=O)(=O)N(C)C[C@@H]2OCCCC[C@H](C)Oc3ccc(NC(=O)Nc4ccc5c(c4)OCO5)cc3C(=O)N([C@@H](C)CO)C[C@H]2C)cc1 the results were Pf Dd2 inh inconclusive and GASC1 inh -0.5.
CS(=O)(=O)N1CC(=O)N2[C@H](C1)[C@H](c1ccc(Br)cc1)[C@@H]2CO was read as Pf Dd2 inh 25, GASC1 inh 1.0 and C diff HTS -6.
O=C(c1cccnc1)N1CC(=O)N2[C@H](C1)[C@H](c1ccc(C#CCC3CCCC3)cc1)[C@@H]2CO was read as Pf Dd2 inh -3, GASC1 inh 0.3 and C diff HTS -18.
For COc1ccc(CN(C)C[C@H]2Oc3ccc(NC(=O)CCC(F)(F)F)cc3CC(=O)N([C@@H](C)CO)C[C@H]2C)cc1 the results were T cruzi growth 16, Pf Dd2 inh 4, GASC1 inh -0.2 and C diff HTS -10.
`C/C=C/c1ccc([C@H]2[C@@H](CO)N(C(=O)C3CCC3)C23CN(C(=O)NC(C)C)C3)cc1` gave Pf Dd2 inh -43, GASC1 inh 0.5 and C diff HTS -1.
`C[C@H](O)C#Cc1ccc2c(c1)O[C@@H](CN(C)CC1CCOCC1)[C@H](C)CN([C@H](C)CO)S2(=O)=O` gave T cruzi growth 88, Pf Dd2 inh -27, GASC1 inh -1.8 and C diff HTS -14.
Screening Cc1noc(C)c1NC(=O)Nc1ccc2c(c1)C(=O)N([C@@H](C)CO)C[C@H](C)[C@@H](CN(C)C(=O)Nc1c(C)noc1C)O2 returned T cruzi growth 24, Pf Dd2 inh 16, GASC1 inh -0.5 and C diff HTS -7.
Screening CN(C)c1ccc2c(c1)[C@@H]1C[C@@H](CC(=O)NCc3ccncc3)O[C@@H](CO)[C@@H]1O2 returned T cruzi growth 4, Pf Dd2 inh 6 and GASC1 inh 11.
`Cc1noc(C)c1S(=O)(=O)Nc1ccc2c(c1)C(=O)N([C@H](C)CO)C[C@H](C)[C@H](CN(C)CC1CCCCC1)OCCCC[C@@H](C)O2` gave T cruzi growth -50, Pf Dd2 inh -12, GASC1 inh 2.2 and C diff HTS 3.
For C[C@H](O)C#Cc1ccc2c(c1)O[C@@H](CN(C)Cc1ccncc1)[C@H](C)CN([C@H](C)CO)S2(=O)=O the results were T cruzi growth 113*, Pf Dd2 inh -42, GASC1 inh 0.9 and C diff HTS 1.
Screening CN1CCN(C(=O)C[C@H]2C[C@H]3c4cc(NC(=O)CC5CC5)ccc4O[C@H]3[C@H](CO)O2)CC1 returned T cruzi growth -9, Pf Dd2 inh 8, GASC1 inh -3.4 and C diff HTS 1.
For COc1ccc2c3c([nH]c2c1)[C@H](CO)N(C(=O)Cc1ccccc1)CC31CCN(C(=O)Nc2ccccc2F)CC1 the results were Pf Dd2 inh -91*, GASC1 inh -0.8 and C diff HTS 2.
Screening COc1cccc(-c2cccc(-c3nc(C(=O)NCC(F)(F)F)cc4c3[C@@H](CCO)N([S@](=O)C(C)(C)C)C4)c2)c1 returned T cruzi growth 87, Pf Dd2 inh -62 and GASC1 inh -1.2.
`C[C@H](CO)N1C[C@H](C)[C@@H](CN(C)Cc2cccc(C(F)(F)F)c2)OCc2cnnn2CCCC1=O` gave T cruzi growth 37&-8, Pf Dd2 inh -16&-9, GASC1 inh -0.1 and C diff HTS -5.
`C[C@@H]1CN([C@H](C)CO)C(=O)c2cc(NC(=O)C3CCCCC3)ccc2O[C@H]1CN(C)S(C)(=O)=O` gave T cruzi growth -21, Pf Dd2 inh 11, GASC1 inh -0.3 and C diff HTS -2.
`C[C@H]1CN([C@@H](C)CO)S(=O)(=O)c2ccc(C#Cc3ccncc3)cc2O[C@@H]1CN(C)C(=O)C1CCOCC1` gave Pf Dd2 inh -22, GASC1 inh -0.1 and C diff HTS 3.
Screening C[C@@H]1CN([C@@H](C)CO)C(=O)c2cccc(NC(=O)C3CCOCC3)c2O[C@@H]1CN(C)S(=O)(=O)c1ccc(F)cc1 returned T cruzi growth 15, Pf Dd2 inh -30, GASC1 inh -0.7 and C diff HTS -1.
`CC(C)NC(=O)Nc1ccc2c(c1)C(=O)N([C@@H](C)CO)C[C@@H](C)[C@H](CN(C)S(=O)(=O)c1ccc(Cl)cc1)OCCCC[C@@H](C)O2` gave T cruzi growth 71, Pf Dd2 inh -68, GASC1 inh 0.7 and C diff HTS 0.

3 records drawn at random from the list so far, as already listed:
Screening C[C@@H]1CN([C@@H](C)CO)C(=O)c2cccc(NC(=O)Nc3ccccc3)c2O[C@@H]1CN(C)C(=O)Nc1ccccc1 returned T cruzi growth 59, Pf Dd2 inh -91*, GASC1 inh 0.3 and C diff HTS -6.
`CC(C)NC(=O)Nc1ccc2c(c1)C(=O)N([C@@H](C)CO)C[C@@H](C)[C@H](CN(C)S(=O)(=O)c1ccc(Cl)cc1)OCCCC[C@@H](C)O2` gave T cruzi growth 71, Pf Dd2 inh -68, GASC1 inh 0.7 and C diff HTS 0.
O=C(c1cccnc1)N1CC(=O)N2[C@H](C1)[C@H](c1ccc(C#CCC3CCCC3)cc1)[C@@H]2CO was read as Pf Dd2 inh -3, GASC1 inh 0.3 and C diff HTS -18.

Later entries
For CN(C)CCCNC(=O)C[C@H]1C=C[C@H](NS(=O)(=O)c2ccc(F)cc2)[C@H](CO)O1 the results were T cruzi growth 19, Pf Dd2 inh 3, GASC1 inh 4.3 and C diff HTS -1.
C[C@@H]1CN([C@@H](C)CO)C(=O)c2cc(NC(=O)Nc3cccc4ccccc34)ccc2O[C@H]1CN(C)C(=O)NC1CCCCC1 was read as T cruzi growth 57, Pf Dd2 inh -12, GASC1 inh 0.7 and C diff HTS -11.
C[C@@H]1CN([C@H](C)CO)C(=O)c2cc(NC(=O)Nc3ccc4c(c3)OCO4)ccc2O[C@H]1CN(C)C(=O)Nc1cccc2ccccc12 was read as T cruzi growth 72, Pf Dd2 inh -17 and GASC1 inh -0.5.
`CC(C)NC(=O)N[C@H]1CC[C@@H](CC(=O)NC2Cc3ccccc3C2)O[C@H]1CO` gave T cruzi growth -28, Pf Dd2 inh 10 and GASC1 inh -1.1.
`O=C(C[C@@H]1CC[C@@H](NC(=O)Nc2ccc(F)cc2)[C@@H](CO)O1)NCCN1CCCC1` gave T cruzi growth 11, Pf Dd2 inh -6, GASC1 inh -1.8 and C diff HTS -2.
C[C@@H]1CN([C@@H](C)CO)S(=O)(=O)c2ccc(-c3ccccc3)cc2O[C@H]1CN(C)Cc1ccncc1 was read as T cruzi growth inconclusive, Pf Dd2 inh -29 and GASC1 inh -1.7.
Screening N#C[C@H]1[C@H](c2ccccc2-c2ccc(F)cc2)[C@@H](CO)N1C(=O)NC1CCCC1 returned Pf Dd2 inh -39, GASC1 inh -0.7 and C diff HTS 17.
CCCNC(=O)N1CC2(CN(C(=O)C3CCCC3)C2)c2c([nH]c3cc(OC)ccc23)[C@@H]1CO was read as Pf Dd2 inh -12, GASC1 inh 0.2 and C diff HTS 0.
For Cc1noc(C)c1NC(=O)N(C)C[C@@H]1Oc2ccc(NS(=O)(=O)c3cn(C)cn3)cc2C(=O)N([C@@H](C)CO)C[C@H]1C the results were T cruzi growth -6, Pf Dd2 inh 25 and GASC1 inh 0.3.
COc1cccc(S(=O)(=O)N[C@@H]2CC[C@H](CC(=O)NCc3ccc(Cl)cc3)O[C@H]2CO)c1 was read as T cruzi growth 54, Pf Dd2 inh -6, GASC1 inh -1.9 and C diff HTS -6.
For CCS(=O)(=O)N1[C@H](CO)[C@H](c2ccc(C#Cc3ccccc3F)cc2)[C@@H]1C#N the results were T cruzi growth 87, Pf Dd2 inh -79, GASC1 inh -1.7 and C diff HTS 11.
For C(=C\c1ccc(C2[C@@H]3CN(Cc4nccs4)C[C@H]2N3)cc1)/c1ccccc1 (stereo partly drawn) the results were Pf Dd2 inh -88*!, GASC1 inh -2.2&-2.4 and C diff HTS 47&-43.
C[C@@H]1CN([C@H](C)CO)S(=O)(=O)c2ccc(Br)cc2O[C@@H]1CN(C)Cc1cncnc1 was read as T cruzi growth -9, Pf Dd2 inh 28, GASC1 inh 3.7 and C diff HTS 4.
Screening O=C(Cc1cccnc1)N1[C@@H]2CNc3ccccc3[C@@H]2[C@@H]1CO returned T cruzi growth -11, Pf Dd2 inh 19, GASC1 inh 2.5 and C diff HTS -5.
`C[C@@H]1CN([C@@H](C)CO)C(=O)c2cc(-c3cccc(C#N)c3)cnc2O[C@H]1CN(C)C(=O)c1cnccn1` gave Pf Dd2 inh 33, GASC1 inh 0.0 and C diff HTS 2.
`O=C(C1CCC1)N1C[C@H]2[C@@H](c3ccccc31)[C@H](CO)N2S(=O)(=O)c1ccccc1` gave T cruzi growth -11, Pf Dd2 inh -18, GASC1 inh 1.0 and C diff HTS -1.
`C[C@H](CO)N1C[C@H](C)[C@H](CN(C)S(C)(=O)=O)Oc2ncc(-c3cccc(F)c3)cc2C1=O` gave T cruzi growth 31&46, Pf Dd2 inh 18&27, GASC1 inh 1.8 and C diff HTS 7&4.
`CO[C@@H]1CN(C)C(=O)c2cc(NC(=O)c3cccc(F)c3)ccc2OC[C@@H](C)N(C)C[C@@H]1C` gave T cruzi growth -95, Pf Dd2 inh -31 and GASC1 inh -0.5.
For CCCC#Cc1ccc([C@@H]2[C@H]3CN(C(=O)Nc4ccccc4F)CC(=O)N3[C@H]2CO)cc1 the results were Pf Dd2 inh -18, GASC1 inh 3.1 and C diff HTS 0.
`C[C@@H]1CCCCO[C@H](CN(C)C(=O)Cc2ccccc2)[C@H](C)CN([C@@H](C)CO)C(=O)c2cc(NS(=O)(=O)c3cccs3)ccc2O1` gave T cruzi growth 0, Pf Dd2 inh -39, GASC1 inh 1.9 and C diff HTS 4.

Ordered by length of the SMILES (high to low): some entries from above
C[C@@H]1CN([C@@H](C)CO)S(=O)(=O)c2ccc(-c3ccccc3)cc2O[C@H]1CN(C)Cc1ccncc1 was read as T cruzi growth inconclusive, Pf Dd2 inh -29 and GASC1 inh -1.7.
For CCCC#Cc1ccc([C@@H]2[C@H]3CN(C(=O)Nc4ccccc4F)CC(=O)N3[C@H]2CO)cc1 the results were Pf Dd2 inh -18, GASC1 inh 3.1 and C diff HTS 0.
Screening O=C(Cc1cccnc1)N1[C@@H]2CNc3ccccc3[C@@H]2[C@@H]1CO returned T cruzi growth -11, Pf Dd2 inh 19, GASC1 inh 2.5 and C diff HTS -5.

Following part.
C[C@@H]1CN([C@@H](C)CO)C(=O)c2cccc(NC(=O)Nc3ccc(C(F)(F)F)cc3)c2O[C@H]1CN(C)Cc1ccc(C(=O)O)cc1 was read as T cruzi growth 4, Pf Dd2 inh 12, GASC1 inh 1.7 and C diff HTS 1.
Screening O=C(NC1CCCCC1)N1CC2(C1)[C@H](c1ccccc1)[C@H](CO)N2S(=O)(=O)Cc1ccccc1 returned Pf Dd2 inh -6, GASC1 inh -1.3 and C diff HTS -17.
`COc1ccc(NC(=O)N(C)C[C@@H]2Oc3cc(-c4cccc(C(=O)N(C)C)c4)ccc3S(=O)(=O)N([C@@H](C)CO)C[C@H]2C)cc1` gave Pf Dd2 inh -4, GASC1 inh 3.1 and C diff HTS -4.
For C[C@H]1CN([C@@H](C)CO)C(=O)c2cc(NC(=O)C3CCCCC3)ccc2O[C@H]1CN(C)S(=O)(=O)c1ccc(F)cc1 the results were T cruzi growth 20, Pf Dd2 inh 22, GASC1 inh -1.2 and C diff HTS -2.
CO[C@H]1CN(C)C(=O)c2cc(NC(C)=O)ccc2OC[C@H](C)N(Cc2cccnc2)C[C@H]1C was read as T cruzi growth 17, Pf Dd2 inh 4, GASC1 inh 0.8 and C diff HTS 1.
Screening CO[C@@H]1CN(C)C(=O)c2cc(NC(=O)Nc3cc(Cl)cc(Cl)c3)ccc2OC[C@@H](C)NC[C@@H]1C returned T cruzi growth 24 and GASC1 inh 0.3.
For C[C@@H]1CN([C@@H](C)CO)C(=O)c2cc(NS(=O)(=O)c3ccccc3)ccc2O[C@@H](C)CCCCO[C@H]1CN(C)C(=O)CCC(F)(F)F the results were T cruzi growth 13, Pf Dd2 inh -7, GASC1 inh 1.7 and C diff HTS -1.
Screening COCC(=O)N1CC(=O)N2[C@H](C1)[C@@H](c1ccc(C#CC3CC3)cc1)[C@@H]2CO returned Pf Dd2 inh 6, GASC1 inh -0.3 and C diff HTS 4.
`CCCNC(=O)Nc1ccc2c(c1)OC[C@H](C)N(C(=O)C1CCC1)C[C@H](C)[C@H](OC)CN(C)C2=O` gave T cruzi growth -5 and GASC1 inh -1.3.
